# rTrxR1 inhibitor – rat TrxR1 inhibition. O89049. recombinant rTrxR1, NADPH fluorescence consumption, selenite substrate. Potency, µM (highest dose often 114 µM), without a hit: at the top dose activity change, negative = inhibition, hits mostly inhibitors. actives 1% (n = 390,000). AID 588453; note: potency is the fitted concentration of half-maximal effect; % is set by controls: 0 for no effect and ±100 for the full control effect; nearly all actives have a fitted effect of over 65% in size
#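 Rat TrxR1 (90 nM in the dispensed reagent) was pre-reduced with 400 uM NADPH for 5 min at room temperature, then incubated with compound for 15 min. After 400 uM selenite was added, NADPH fluorescence (Ex 340/Em 450 nm) was followed for 8 min.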
# TRHR ag – TRH receptor (human) agonism. actives 0.18% (n = 360,000). AID 493084. activation, % at 2 µM. TRHR cells, calcium flux fluo-8, FDSS agonist mode. P34981; in the data active = activation above about 30%; note: 0% is about no effect
# Target sequence (P34981 whole entry, looked up): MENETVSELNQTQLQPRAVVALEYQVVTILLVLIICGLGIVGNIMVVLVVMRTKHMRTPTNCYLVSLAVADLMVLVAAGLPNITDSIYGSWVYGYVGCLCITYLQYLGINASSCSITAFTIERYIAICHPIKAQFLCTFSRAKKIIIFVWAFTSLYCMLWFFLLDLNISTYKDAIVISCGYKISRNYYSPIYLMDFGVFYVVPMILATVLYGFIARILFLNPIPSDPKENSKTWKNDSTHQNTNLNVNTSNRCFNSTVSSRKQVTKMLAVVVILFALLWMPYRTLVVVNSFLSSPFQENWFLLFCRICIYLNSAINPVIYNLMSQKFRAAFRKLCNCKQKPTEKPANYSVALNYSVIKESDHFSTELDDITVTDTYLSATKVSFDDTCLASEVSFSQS
#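 Agonist-mode FDSS calcium read (Ex 480/Em 530, 1 s cycles) in 1536-well TRHR cells with fluo-8 dye, after 10-cycle baseline and 23 nL compound addition; TRH at EC20 (10 nM final) added afterwards for the enhancer phase.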
# USP1-UAF1 inh – USP1/UAF1 (human) deubiquitinase inhibition; recombinant USP1/UAF1, Ub-Rhodamine cleavage fluorescence; O94782; AID 743255; Potency, µM (doses to about 57.1 µM), inactives show at the top dose activity change, negative = inhibition, hits mostly inhibitors; actives 0.23% (n = 390,000); note: potency is the fitted concentration of half-maximal effect; % is set by controls: 0 for no effect and ±100 for the full control effect; nearly all actives have a fitted effect of over 60% in size; inactives centre near -12
#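 USP1/UAF1 complex at 1 nM was preincubated with compound for 15 min at room temperature, then Ub-Rho substrate (150nM final) was added. Fluorescence (480/540 nm) was read kinetically, 6 reads every 60 seconds.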
# TrxR1 substrate – substrates of rat thioredoxin reductase 1. O89049. actives 0.01% (n = 390,000). AID 588456. purified TrxR1 substrate turnover, NADPH consumption readout. Potency, µM (titrated, usually from 114 µM), without a hit: at the top dose activity change, negative = substrate turnover; note: potency is the fitted concentration of half-maximal effect; % is set by controls: 0 for no effect and ±100 for the full control effect; nearly all actives have a fitted effect of over 50% in size
#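 Rat TrxR1, dispensed at 90 nM, was prereduced with 400 uM NADPH (final) for 5 min at ~22 deg C, then incubated with compound 15 min before 400 uM selenite. A first-read NADPH fluorescence drop versus no-compound background flagged substrates.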
# mIDH1 inhibitor – inhibitors of human mutant IDH1 R132H; IDH1-R132H enzyme, NADPH consumption, diaphorase/resazurin fluorescence; Potency, µM (top dose mostly 76.6 µM), for the others: at the top dose activity change, negative = inhibition, actives largely listed as inhibitors; actives 0.093% (n = 390,000); note: potency is the fitted concentration of half-maximal effect; % is set by controls: 0 for no effect and ±100 for the full control effect; nearly all actives have a fitted effect of over 65% in size
# Target sequence (O75874 whole entry R132H, stated change not applied): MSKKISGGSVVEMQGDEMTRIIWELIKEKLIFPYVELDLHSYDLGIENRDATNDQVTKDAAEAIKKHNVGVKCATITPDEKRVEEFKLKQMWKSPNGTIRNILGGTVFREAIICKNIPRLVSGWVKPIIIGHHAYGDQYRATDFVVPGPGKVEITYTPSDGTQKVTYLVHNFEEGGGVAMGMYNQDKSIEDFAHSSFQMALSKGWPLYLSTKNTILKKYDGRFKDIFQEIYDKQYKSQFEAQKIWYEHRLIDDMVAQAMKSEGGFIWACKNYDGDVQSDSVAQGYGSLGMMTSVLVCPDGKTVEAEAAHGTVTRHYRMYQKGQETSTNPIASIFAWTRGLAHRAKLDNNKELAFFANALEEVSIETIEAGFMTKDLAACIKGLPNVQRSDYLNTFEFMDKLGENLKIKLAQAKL
#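 IDH1-R132H (0.5 ug/mL) preincubated 30 min with compound, then NADPH (0.016 mM) and alpha-KG (2 mM) added; 80 min at RT, pH 7.5. Remaining NADPH coupled via diaphorase/resazurin to fluorescence (540/590 nm); concentration-response curves normalized to no-enzyme control.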
# D2 ag – D2 dopamine receptor (human) agonism. HEK293 T-REx D2 cells, calcium flux agonist mode. AID 485358. P14416. actives 0.53% (n = 340,000). activation, % at 2 µM;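 active = activation over 3 SD above normal in the single-dose calcium agonist read, cut at about 30% in these data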; note: 0% is about no effect
#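 HEK293 Trex D2 cells, tetracycline-induced, o/n 30 C 5% CO2; no-wash Ca dye, RT 30–90 min; 10-cycle baseline, 23 nl cpd added, kinetic Ca read 180 s; agonist hits = positive Ca response.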
# TRHR PAM – TRH receptor (human) allosteric enhancement. TRHR cells, fluo-8 calcium fluorescence, EC20 TRH enhancement. enhancement, % at 2 µM. AID 493056. actives 0.66% (n = 360,000). P34981; in the data active = enhancement above about 30%; note: 0% is about no effect
#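 Enhancer read-out: after compound pinning and an initial kinetic agonist-mode read, an EC20 of TRH (10 nM final) was injected and fluo-8 calcium signal (Ex 480/Em 530) followed at 1 s/cycle for 100 cycles in TRHR-expressing cells.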
# D2 antag – antagonizes the human D2 dopamine receptor; inhibition, % at 10 µM; actives 2% (n = 340,000); AID 485344; HEK293 TREx D2 cells, calcium flux, dopamine EC80; P14416; in the data active = inhibition above about 30%; note: 0% is about no effect
#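 Calcium flux kinetic readout in an inducible HEK293 TREx D2 line plated overnight at 30 C. After 180 s compound exposure, an EC80 dopamine challenge follows with another 180 s kinetic read to detect antagonism.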
# Pin1 inhibitor – human Pin1 inhibition | Pin1 FP peptide displacement, HiFluor488, 10 min | Potency, µM (top dose mostly 115 µM), for the others: at the highest dose activity, negative = inhibition, hits mostly inhibitors | Q13526 | actives 0.009% (n = 390,000) | AID 504891; active = well fitted inhibition curve with a large enough effect in the polarisation, with a control signal flat, not every such curve was filed as active; inconclusive = small, poorly fitted or top-dose-only effect, or effect the other way, or a change in a side signal; inactive = no such curve, though single readings can be large or run the other way; the % refers to the polarisation; note: potency is the fitted concentration of half-maximal effect; % is set by controls: 0 for no effect and ±100 for the full control effect
# Target sequence (Q13526 whole entry, looked up): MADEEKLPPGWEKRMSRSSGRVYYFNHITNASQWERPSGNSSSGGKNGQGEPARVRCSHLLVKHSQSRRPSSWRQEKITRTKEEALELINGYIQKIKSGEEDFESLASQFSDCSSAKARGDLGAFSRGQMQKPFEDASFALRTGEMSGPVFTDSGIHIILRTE
# An asterisk follows results filed as active; ? = inconclusive; nt = not tested or not shown; & = joins results of further samples; [ ] = remark or other dose. Unless noted, calls come from the whole dose curve; as a rule, active = well fitted inhibition curve with a large enough effect; inconclusive = small, poorly fitted or top-dose-only effect; inactive = no such curve, though single readings can be large or run the other way. A portion of the library. The share of hits here may be higher or lower than overall.
# Sequence of screens: D2 ag	mIDH1 inhibitor	rTrxR1 inhibitor	USP1-UAF1 inh	TRHR PAM	TrxR1 substrate	TRHR ag	D2 antag	Pin1 inhibitor
COc1cc(CC(NC(C)=O)C(=O)NC2CCN(C(=O)Nc3ccc(C)cc3)CC2)cc(OC)c1 (stereo unspecified)
    1.1	0%	18%	-14%	6	4%	-0.1	10	-10%
Nn1c(SCC(=O)NCc2ccc3c(c2)OCO3)nnc1C1CC1
    0.6	4%	-1%	2%	-2	-2%	-0.4	6	3%
CCC(CC)C(=O)N1CCN(Cc2ccc3c(c2)OCO3)CC1
    1.4	6%	-9%	-15%	0	-4%	0.4	-1	3%
CCOC(=O)C1CCN(C(=O)CNC(=O)c2nn(-c3ccc(OC)cc3OC)c(=O)c3ccccc23)CC1
    -0.4	-2%	4%	-4%	-5	-7%	-0.6	0	-9%
CSCCn1c(C(C)(C)C)cc(C(=O)O)c1C
    -1.5	0%	5%[57.1 µM]	-19%	-2	8%[57.1 µM]	0.4	-8	1%
COc1ccc(-c2cc(C(F)(F)F)nc(SCC(=O)N(C)Cc3cnn(C)c3C)n2)cc1OC
    1.0	3%	10%	-13%	2	25%	0.1	-12	5%
CNC(=O)c1ccc(S(=O)(=O)c2ccc(Cl)cc2)c(NC(C)=O)c1
    -0.8	-1%	11%	-18%	3	0%	0.3	3	-3%
COc1ccc(Cl)cc1NC(=O)CSc1nc(Nc2ccccc2)nc(N2CCOCC2)n1
    0.7	7%	25%	-26%	20	6%	0.4	1	-1%
O=C(NC1CCCC1)c1ccc(CSc2nc3cccnc3n2Cc2ccccc2F)cc1
    -1.5	-1%	9%	-10%	28	-2%	-0.5	nt	22%
COc1ccc(/C=C/c2nc3ccccc3n2Cc2ccc(OC)c(OC)c2)cc1
    6.9	17%	0%	1%	3	-1%	-0.8	-3	16%

# 2 of these compounds in a different format:
SMILES | D2 ag | mIDH1 inhibitor | rTrxR1 inhibitor | USP1-UAF1 inh | TRHR PAM | TrxR1 substrate | TRHR ag | D2 antag | Pin1 inhibitor
CSCCn1c(C(C)(C)C)cc(C(=O)O)c1C | -1.5 | 0% | 5%[57.1 µM] | -19% | -2 | 8%[57.1 µM] | 0.4 | -8 | 1%
COc1ccc(-c2cc(C(F)(F)F)nc(SCC(=O)N(C)Cc3cnn(C)c3C)n2)cc1OC | 1.0 | 3% | 10% | -13% | 2 | 25% | 0.1 | -12 | 5%

# (further entries)
# Sequence of screens: D2 ag	mIDH1 inhibitor	rTrxR1 inhibitor	USP1-UAF1 inh	TRHR PAM	TrxR1 substrate	TRHR ag	D2 antag	Pin1 inhibitor
COc1ccc(S(=O)(=O)N2CCOCC2)cc1NC(=O)c1cccc2c(=O)c(C)c(-c3ccccc3)oc12
    -0.6	2%	3%	-15%	19	1%	0.4	5	22%
COc1cc(C(=O)N2CCN(C(=O)c3cc(-c4ccc(Br)cc4)n[nH]3)CC2)cc(OC)c1OC
    -0.1	-3%	13%	-21%	-6	-4%	-0.3	-14	-7%
Cc1ccc(C2=NCCn3c2c2ccc([N+](=O)[O-])cc2[n+]3[O-])cc1
    0.6	-3%	-10%	-3%	2	-3%	0.4	-4	13%
Clc1ccc(/C=N/Nc2nc(Cl)nc3ccccc23)cc1
    0.4	8%	6%	-17%	-13	0%	-1.1	-26	?
COC(=O)c1c(NC(=O)c2c(-c3ccccc3Cl)noc2C)sc2c1CCC2
    0.0	5%	-13%	-8%	-6	23%	0.7	-4	31%[activator]
O=C(Cc1ccc(Nc2nc3ccc(Br)cc3[nH]2)cc1)NCCc1cccs1
    -1.0	2%	6%	-6%	6	-8%	0.2	-15	4%
Cc1nnc(NC(=O)C(=O)c2cc(C)n(-c3ccc(C)c(C)c3)c2C)s1
    0.7	-9%	0%	-13%	-5	-9%	-0.1	nt	1%
COC(=O)c1ccccc1N=Nc1c(N)n[nH]c1N
    0.7	4%	-1%[57.1 µM]	-21%	-3	-1%[57.1 µM]	-0.2	3	1%
O=C(COC(=O)[C@@H]1CC(O)CN1S(=O)(=O)c1ccc2c(c1)OCCO2)NCc1ccc(F)cc1 (stereo partly specified)
    -3.1	0%	15%	-19%	-10	5%	1.8	12	0%
COc1ccc(C(=O)OC(C)C(=O)NC(C)CCc2ccccc2)cc1[N+](=O)[O-] (stereo unspecified)
    -0.2	5%	5%	1%	0	1%	-1.4	0	0%
COc1ccccc1N1CCN(C(=O)CCCCCn2c(=O)[nH]c3ccsc3c2=O)CC1
    -0.3	4%	8%	-3%	-4	5%	-0.1	-4	0%
CC(=O)c1cc2c(ccc3ccccc32)oc1=O
    -0.3	0%	10%[57.1 µM]	-2%	7	32%[57.1 µM]	0.0	-5	-10%
CCOc1ccc(C(=O)NCCC(=O)N2CCC3(CC2)NCCc2[nH]cnc23)cc1OCC
    nt	-7%	16%	-17%	1	4%	0.4	nt	0%
COc1cc(/C=C(\C#N)c2nc3ccccc3s2)cc([N+](=O)[O-])c1O
    -0.6	-1%	6%[57.1 µM]	-22%	0	-2%[57.1 µM]	1.2	3	?
Cc1ccc(C(C(=O)NC2CCCCC2)N(CC2CCCO2)C(=O)CNC(=O)c2ccco2)cc1 (stereo unspecified)
    0.4	-3%	-8%	-4%	-14	10%[57.1 µM]	-0.8	-2	3%
Nc1c(C(=O)Nc2cccc(C(F)(F)F)c2)c2ccccn2c1C(=O)c1ccccc1
    0.3	nt	17%	13%	0	4%	0.4	nt	0%
O=C(c1ccco1)N1CCN(Cc2nnnn2CC2CCCO2)CC1 (stereo unspecified)
    nt	-8%	14%	-8%	3	4%	0.8	nt	5%
CC(=O)N1CCc2cc(Br)cc(S(=O)(=O)NCCCN3CCCC(C)C3)c21 (stereo unspecified)
    0.0	9%	5%[57.1 µM]	-10%	1	-6%	-0.2	21	-2%
Nc1cc(OCc2ccccc2)ccc1OCc1ccccc1
    nt	-6%	0%[2.29 µM]	-13%	nt	-1%[2.29 µM]	nt	nt	-1%
Cc1cccc(NC(=O)C2C3C=CC(O3)C2C(=O)O)c1C (stereo unspecified)
    -1.6	8%	-17%	-22%	2	3%	0.3	9	0%
CN1CCN(C(=O)c2cc3ccccc3oc2=O)CC1
    -0.4	2%	-6%	-11%	-2	2%	0.0	11	-3%
O=C(c1ccc(Cl)c([N+](=O)[O-])c1)N1CCN(S(=O)(=O)c2ccc(Cl)cc2)CC1
    0.5	3%	14%	-25%	4	0%	-0.1	-29	-3%
CCOC(=O)c1c(C)nc2sc(C(=O)Nc3ccc(C(C)=O)cc3)c(N)c2c1-c1ccc(OC)cc1
    -0.8	0%	15%	-9%	1	22%	0.1	0	25%
COc1ccc(Cn2cc3c(-c4ccc(F)cc4)nnc-3c3cc(OC)c(OC)cc32)cc1
    0.1	?	10%	114%[activator]	20	10%	-0.1	7	?
CCOc1ccccc1NC(=O)N(Cc1ccc(C)o1)C1CCN(C(C)=O)CC1
    -0.4	-5%	12%	-15%	10	6%	-0.5	nt	-4%
CC1CC(C)(C)NC(C)c2ccccc21 (stereo unspecified)
    nt	1%	4%[57.1 µM]	6%	-3	4%[57.1 µM]	0.0	nt	1%
O=C1/C(=C/c2ccco2)Cc2ccccc21
    -0.4	17%	-66%	-9%	-4	14%[57.1 µM]	-1.5	9	17%
CCOC(=O)c1c(C)[nH]c(CCC(=O)Nc2c(Cl)cc(OC)cc2OC)c1C
    -1.2	-6%	27%[57.1 µM]	?	0	1%[57.1 µM]	-0.4	nt	-8%
COC(=O)[C@H]1[C@@H](C)N(Cc2ccccc2)C(=O)N[C@H]1c1cccc(C(F)(F)F)c1
    nt	-3%	-8%	21%	nt	-8%	nt	nt	1%
CCc1nc(N)nc(N)c1-c1ccc(Cl)c(N=[N+]=[N-])c1
    nt	2%&7%	16%[11.4 µM]	-3%&2%	nt	9%[57.1 µM]	nt	nt	-9%&0%
CN(C)C1=NC(=O)/C(=C/c2ccc(-c3ccc(S(N)(=O)=O)cc3)o2)S1
    0.2	nt	nt	nt	3	nt	0.9	10	nt
C#CCOCCOCCOCCNc1nc(N2CCN(C(=O)CCCCCCCCCCNC(=O)[C@@H](CCSC)n3cc(CCO)nn3)CC2)nc(N2CCN(C(=O)CCCCCCCCCCNC(=O)[C@H](CCSC)n3cc(CCO)nn3)CC2)n1
    1.1	11%	27%	?	-1	3%	1.7	0	-1%
CNc1ccc(Br)cc(C(=O)/C=C/c2cccc(OC)c2OC)c1=O
    -0.1	5%	-7%	-11%	-2	-7%	0.6	1	-4%
COc1ccc(CC(=O)NCc2nnc(SCC(=O)c3ccc(OC)cc3)n2C)cc1
    1.3	7%	19%	-21%	1	1%	-0.6	5	-1%
Cc1noc(C(=O)N(C)c2ccccc2)c1Cl
    nt	2%	16%	-10%	8	2%	-0.3	nt	-3%
Cc1cc(Cl)ccc1Nc1ncnc2onc(C)c12
    0.5	-3%	10%	2%	-9	3%	0.7	nt	5%
Cn1c(C2=C(O)CN(c3ccc4c(c3)OCCO4)C2=N)nc2ccccc21
    0.2	-1%	13%	-11%	3	8%	-0.1	-17	8%
COc1cccc(C(=O)NCC(=O)NCc2cc(=O)n(C)c(=O)n2C)c1
    -0.2	0%	0%	-14%	0	0%	-0.2	2	-1%
CN1CCC(=NNC(=O)COc2ccc(Cl)cc2)CC1
    3.1	-1%	-2%[57.1 µM]	-9%	3	-2%[57.1 µM]	0.3	2	5%
COc1cccc(OCc2nc3ccccc3c(=O)n2N)c1
    1.0	12%	19%	-1%	7	10%	0.1	25	-3%
CCOC(=O)c1ccccc1NC(=O)COC(=O)C1CCN(S(=O)(=O)c2ccccc2C(=O)OC)CC1
    0.8	3%	32%	?	0	19%	0.7	-9	12%
Cc1ccc(C)c(N2CCN(S(=O)(=O)c3ccc4c(c3)CCN4C(=O)CCC(=O)O)CC2)c1
    0.2	-9%	0%[57.1 µM]	-12%	8	-1%[57.1 µM]	0.5	-4	2%
